Source: PubChem (National Center for Advancing Translational Sciences (NCATS))
HT1080 IDH1KD tx = HT-1080 IDH1 knockdown cell toxicity (counter line) | HT-1080 IDH1 knockdown viability, ATP luminescence, 48 h | 2% of 360,000 active | AID 686971 | Potency, µM (titrated, usually from 46.1 µM), inactives show at the top dose activity, negative = toxicity, usual class: cytotoxic;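 note: 0% = DMSO wells and -100% = cell-free medium wells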
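Viability of IDH1-knockdown HT-1080 fibrosarcoma cells was assessed by CellTiter-Glo after 48 h at 37 °C with titrated compound; concentration-effect curves were classified by fit quality and response size.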
HEK293 tox = cytotoxicity counter-screen for GLP-1 receptor inverse agonists | HEK293 cAMP-luciferase reporter cells, luminescence, 24 h | Potency, µM (top dose mostly 38.3 µM), for inactives: at the highest dose activity change, negative = inhibition, most hits filed as inhibitors | 0.13% of 410,000 active;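 note: loss of luciferase light is scored as toxicity; % is set by controls: 0 for no effect and ±100 for the full control effect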
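To flag toxic compounds, the library was rerun on cells for 24 hr at 37 deg C and 5% CO2. Viability-linked luminescence was captured 12 min after adding luciferase detection reagent.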
TDP-43 yeast inh = TDP-43 toxicity inhibition in yeast. TDP-43 expressing yeast growth rescue, BacTiter-Glo, 24 h. Potency, µM (highest dose often 46.1 µM), for inactives: at the top dose growth rescue (activation), usual class: activators. 1.8% of 410,000 active; note: % of control where 0% means no effect; nearly all actives have a fitted effect of over 50% in size
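Luminescence from BacTiter-Glo reports growth of TDP-43-expressing yeast after 24 hr at 30 deg C with compound. Cells were raffinose-pregrown to mid-log, then seeded in galactose medium at OD600=0.02.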
KB-3-1 tox = kills parental KB-3-1 adenocarcinoma cells. KB-3-1 viability, CellTiter-Glo ATP luminescence, 72 h. Potency, µM (highest dose often 46.1 µM), for inactives: top-dose activity change, negative = cytotoxic, actives largely listed as cytotoxic. 1.4% of 400,000 active. AID 1347075; note: % is set by controls: 0 for no effect and ±100 for the full control effect; nearly all actives have a fitted effect of over 60% in size
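Parental KB-3-1 adenocarcinoma cells in phenol-red-free DMEM with 10% FBS were pin-treated with compounds at several concentrations, incubated 72 h at 37 °C, and viability read by CellTiter-Glo luminescence; concentration-effect curves were fitted after normalization.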
GLP1R ag = activates the human GLP-1 receptor | HEK293 GLP-1R CRE-luciferase, luminescence, 4-6 h; cells express a hypersensitive GLP-1R form | Potency, µM (highest dose often 45.6 µM), for the others: top-dose activation, actives largely listed as activators | 0.007% of 380,000 active; note: % of control where 0% means no effect
Target sequence (P43220 whole entry, looked up): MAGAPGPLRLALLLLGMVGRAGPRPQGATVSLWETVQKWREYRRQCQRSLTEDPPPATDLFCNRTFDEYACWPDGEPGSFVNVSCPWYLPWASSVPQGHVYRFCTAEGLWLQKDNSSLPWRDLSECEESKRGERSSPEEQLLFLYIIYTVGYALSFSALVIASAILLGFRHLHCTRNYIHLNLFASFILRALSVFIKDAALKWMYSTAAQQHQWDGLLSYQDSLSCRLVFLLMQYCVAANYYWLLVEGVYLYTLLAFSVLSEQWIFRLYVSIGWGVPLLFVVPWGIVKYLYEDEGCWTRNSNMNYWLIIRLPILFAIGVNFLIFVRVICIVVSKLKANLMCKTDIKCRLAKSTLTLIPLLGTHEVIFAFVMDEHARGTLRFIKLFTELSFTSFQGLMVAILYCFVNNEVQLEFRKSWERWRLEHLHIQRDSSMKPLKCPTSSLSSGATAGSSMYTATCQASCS
KB-V1 MDR tox = KB-V1 MDR subline cytotoxicity | KB-V1 MDR cells viability, CellTiter-Glo, 72 h | Potency, µM (titrated, usually from 46.1 µM), for inactives: top-dose activity change, negative = cytotoxicity, most hits filed as cytotoxic | 3.4% of 400,000 active; note: % is set by controls: 0 for no effect and ±100 for the full control effect; nearly all actives have a fitted effect of over 60% in size
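KB-V1 MDR subline cells in DMEM (phenol-red free, 10% FBS) exposed to compounds in qHTS concentration series for 72 h at 37 degrees C. Viability read by CellTiter-Glo luminescence; concentration-effect curves fitted after normalization and correction.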
HT1080-NT tox = kills 2HG-producing HT-1080-NT fibrosarcoma cells | Potency, µM (highest dose often 46.1 µM), inactives show at the top dose activity, negative = less viability, most hits filed as cytotoxic | HT-1080-NT fibrosarcoma viability, CellTiter-Glo ATP luminescence, 48 h | 1.6% of 360,000 active;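 note: NT is the 2HG producing partner of a matched IDH1 knockdown line; 0% = DMSO-treated cells and -100% = media-only wells without cells; nearly all actives have a fitted effect of over 55% in size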
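Read-out is CellTiter-Glo luminescence after 10 minutes at room temperature, following 48 hours' compound treatment of HT-1080-NT cells (750 cells/well, RPMI, 5% FBS, 37 degrees C).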
SW480 rerep = DNA re-replication induction in SW480 cells | SW480 DNA re-replication, Hoechst DNA content imaging, 48 h | Potency, µM (doses to about 46.1 µM), inactives show top-dose re-replication activation, most hits filed as activators | 1.8% of 340,000 active | AID 624297; note: % of control where 0% means no effect; nearly all actives have a fitted effect of over 55% in size
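Per well, 250 cells were exposed to pinned compound for 48 hr. Nuclear DNA was visualised with Hoechst (40 min, 37 C) and total object intensity recorded by fluorescence scanning.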
GLP-1R inv ag = acts as inverse agonist at human GLP-1 receptor. AID 624417. 1.6% of 410,000 active. Potency, µM (top dose mostly 38.3 µM), for inactives: at the highest dose activity change, negative = inhibition, usual class: inhibitors. HEK293 GLP-1R CRE-luciferase, luminescence, 24 h; GLP-1R form is constitutively active. P43220; note: % is set by controls: 0 for no effect and ±100 for the full control effect; nearly all actives have a fitted effect of over 55% in size
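HEK293 cells stably co-expressing a cAMP-responsive luciferase reporter and constitutively active GLP-1R were seeded, incubated 12 h, then exposed to compounds for 24 h at 37 C. Luminescence was read 12 min after detection reagent; inverse agonists lower signal.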
* marks the source's active call; other numbers are inactive results; [ ] = dose if it differs, or a comment. Calls come from the whole dose curve; as a rule, active = well fitted curve in the direction sought with a large enough effect; inconclusive = small, poorly fitted or top-dose-only effect, or another doubt; inactive = no such curve, though single readings can be large; an effect the other way counts as inactive or inconclusive. Potency is the fitted concentration of half-maximal effect. This is a random part of the collection; about 9.4% have a hit in one of these screens.

Results for Cc1nc2ccc(C(=O)N3CCN(c4ccccn4)CC3)cc2s1 ?
HT1080 IDH1KD tx: 1%; HEK293 tox: 20%; TDP-43 yeast inh: -4%; KB-3-1 tox: -6%; GLP1R ag: 5%; KB-V1 MDR tox: inconclusive; HT1080-NT tox: 1%; SW480 rerep: -6%; GLP-1R inv ag: -1%

Results for COc1cc(/C=N/NC(=O)Cc2nnc(NC(=O)c3ccccc3)s2)ccc1O ?
HT1080 IDH1KD tx: -17%; HEK293 tox: -18%; TDP-43 yeast inh: -3%; KB-3-1 tox: 9%; GLP1R ag: 21%; KB-V1 MDR tox: 20%; HT1080-NT tox: -21%; SW480 rerep: 2%; GLP-1R inv ag: 94%[activator]

Results for CC(C)(C)c1ccc(C(=O)CC(Sc2ccc(Cl)cc2)C(=O)O)cc1 (centres undefined) ?
HT1080 IDH1KD tx: 15µM*; HEK293 tox: inconclusive; TDP-43 yeast inh: 0%; KB-3-1 tox: inconclusive; GLP1R ag: 1%; KB-V1 MDR tox: inconclusive; HT1080-NT tox: 12µM*; SW480 rerep: inconclusive; GLP-1R inv ag: inconclusive

What do the screens show for `COc1cc(/C=C2\SC(=O)N(CCNC(=O)c3sc4cc(F)ccc4c3Cl)C2=O)cc(OC)c1OC`?
HT1080 IDH1KD tx: -15%; HEK293 tox: 7%; TDP-43 yeast inh: 1%; KB-3-1 tox: 0%; GLP1R ag: 4%; KB-V1 MDR tox: inconclusive; HT1080-NT tox: 1%; SW480 rerep: -7%; GLP-1R inv ag: 18%

Results for COc1ccc(/C=C/C(=O)NCCNC(=O)c2ccccc2)cc1OC ?
HT1080 IDH1KD tx: -11%; HEK293 tox: 3%; TDP-43 yeast inh: 3%; KB-3-1 tox: 4%; GLP1R ag: 12%; KB-V1 MDR tox: -9%; HT1080-NT tox: -18%; SW480 rerep: -5%; GLP-1R inv ag: 42%[activator]

Results for COc1cccc(CNc2nc3cc(-c4cnn(Cc5ccccc5)c4)sc3c(=O)n2C)c1 ?
HT1080 IDH1KD tx: inconclusive; HEK293 tox: -5%; TDP-43 yeast inh: inconclusive; KB-3-1 tox: -19%; GLP1R ag: -5%; KB-V1 MDR tox: -21%; HT1080-NT tox: -13%; GLP-1R inv ag: inconclusive

How did O=C(NCC1CCCO1)c1ccc(Cl)c(S(=O)(=O)N2CCOCC2)c1 (centres undefined) do in these assays?
HT1080 IDH1KD tx: 17%; HEK293 tox: -6%; TDP-43 yeast inh: -18%; KB-3-1 tox: 4%; GLP1R ag: -2%; KB-V1 MDR tox: -9%; HT1080-NT tox: 9%; SW480 rerep: -3%; GLP-1R inv ag: 6%

Results for O=C(O)CCC(=O)N1N=C(c2c(-c3ccccc3)c3cc(Cl)ccc3[nH]c2=O)CC1c1ccco1 (centres undefined) ?
HT1080 IDH1KD tx: 9%; HEK293 tox: 12%; TDP-43 yeast inh: 11%; KB-3-1 tox: 2%; GLP1R ag: -3%; KB-V1 MDR tox: 7%; HT1080-NT tox: 12%; SW480 rerep: -4%; GLP-1R inv ag: 5%

What do the screens show for `CCCn1c(SCc2nc3ccccc3s2)n[nH]c1=O`?
HT1080 IDH1KD tx: 3%; HEK293 tox: 10%; TDP-43 yeast inh: 17%; KB-3-1 tox: 4%; GLP1R ag: 10%; KB-V1 MDR tox: -22%; HT1080-NT tox: -4%; SW480 rerep: -3%; GLP-1R inv ag: 2%

Results for Cc1cc(C)cc(C(=O)NC(CC(N)=O)c2ccc(N3CCC(Br)CC3)c([N+](=O)[O-])c2)c1 (centres undefined) ?
HT1080 IDH1KD tx: 6%; HEK293 tox: 4%; TDP-43 yeast inh: 0%; KB-3-1 tox: -6%; GLP1R ag: -5%; KB-V1 MDR tox: -1%; HT1080-NT tox: 17%; SW480 rerep: -10%; GLP-1R inv ag: 13%

Compounds shown so far that contain a COOH group (2):
Results for CC(C)(C)c1ccc(C(=O)CC(Sc2ccc(Cl)cc2)C(=O)O)cc1 (centres undefined) ?
HT1080 IDH1KD tx: 15µM*; HEK293 tox: inconclusive; TDP-43 yeast inh: 0%; KB-3-1 tox: inconclusive; GLP1R ag: 1%; KB-V1 MDR tox: inconclusive; HT1080-NT tox: 12µM*; SW480 rerep: inconclusive; GLP-1R inv ag: inconclusive

Results for O=C(O)CCC(=O)N1N=C(c2c(-c3ccccc3)c3cc(Cl)ccc3[nH]c2=O)CC1c1ccco1 (centres undefined) ?
HT1080 IDH1KD tx: 9%; HEK293 tox: 12%; TDP-43 yeast inh: 11%; KB-3-1 tox: 2%; GLP1R ag: -3%; KB-V1 MDR tox: 7%; HT1080-NT tox: 12%; SW480 rerep: -4%; GLP-1R inv ag: 5%

Other compounds follow.
What do the screens show for `Cc1cc2nsnc2c(S(=O)(=O)N2CCN(C)CC2)c1C`?
HT1080 IDH1KD tx: 11%; HEK293 tox: -11%; TDP-43 yeast inh: -13%; KB-3-1 tox: inconclusive; GLP1R ag: 14%; KB-V1 MDR tox: 17%; HT1080-NT tox: 23%; SW480 rerep: -5%; GLP-1R inv ag: -15%

Results for Cn1nnnc1SCC(=O)N1c2ccccc2Sc2ccc(Cl)cc21 ?
HT1080 IDH1KD tx: 0%; HEK293 tox: -8%; TDP-43 yeast inh: inconclusive; KB-3-1 tox: 2%; GLP1R ag: -1%; KB-V1 MDR tox: -23%; HT1080-NT tox: -5%; SW480 rerep: 3%; GLP-1R inv ag: inconclusive

How did O=C(CSCC(=O)NCc1ccco1)NCc1ccco1 do in these assays?
HT1080 IDH1KD tx: 3%; HEK293 tox: -6%; TDP-43 yeast inh: -2%; KB-3-1 tox: 15%; GLP1R ag: -7%; KB-V1 MDR tox: 2%; HT1080-NT tox: 14%; SW480 rerep: 0%; GLP-1R inv ag: 5%

Results for Cc1cnc(=O)[nH]c1SCc1cccc(C(F)(F)F)c1 ?
HT1080 IDH1KD tx: 0%; HEK293 tox: 5%; TDP-43 yeast inh: 15%; KB-3-1 tox: -17%; GLP1R ag: -5%; KB-V1 MDR tox: -7%; HT1080-NT tox: -6%; SW480 rerep: 8%; GLP-1R inv ag: -34%

How did COc1ccc(NC(=O)Cc2nnc(SCC(=O)NC3=NCCS3)n2C)cc1 do in these assays?
HT1080 IDH1KD tx: 4%; HEK293 tox: 3%; TDP-43 yeast inh: -5%; KB-3-1 tox: 8%; GLP1R ag: -1%; KB-V1 MDR tox: 0%; HT1080-NT tox: 11%; SW480 rerep: -4%; GLP-1R inv ag: 8%

How did CCCCN(C)CCCNC(=O)/C=C1\Sc2ccccc2NC1=O do in these assays?
HT1080 IDH1KD tx: -6%; HEK293 tox: -38%; TDP-43 yeast inh: -1%; KB-3-1 tox: -2%; GLP1R ag: -4%; KB-V1 MDR tox: inconclusive; HT1080-NT tox: 1%; SW480 rerep: -9%; GLP-1R inv ag: -2%

Results for COc1ccccc1CNC(=O)C1CCN(S(=O)(=O)c2ccc3c(c2)CC(C)N3C(=O)C2CC2)CC1 (centres undefined) ?
HT1080 IDH1KD tx: -1%; HEK293 tox: 12%; TDP-43 yeast inh: 9%; KB-3-1 tox: 3%; GLP1R ag: 16%; KB-V1 MDR tox: -8%; HT1080-NT tox: 14%; SW480 rerep: -30%[inhibitor]; GLP-1R inv ag: 14%

Results for CC(Sc1nnc2c(n1)C1CCC2(C)C1(C)C)C(=O)Nc1ccccc1 (centres undefined) ?
HT1080 IDH1KD tx: -1%; HEK293 tox: -4%; TDP-43 yeast inh: 24%; KB-3-1 tox: -1%; GLP1R ag: 4%; KB-V1 MDR tox: 21µM*; HT1080-NT tox: 4%; SW480 rerep: -1%; GLP-1R inv ag: -44%

How did COc1ccc(C(=O)NC(=S)Nc2ccc(NC(=O)c3ccco3)cc2)cc1[N+](=O)[O-] do in these assays?
HT1080 IDH1KD tx: 3%; HEK293 tox: -7%; TDP-43 yeast inh: 3%; KB-3-1 tox: -1%; GLP1R ag: 3%; KB-V1 MDR tox: -2%; HT1080-NT tox: 2%; SW480 rerep: 0%; GLP-1R inv ag: 29%

How did CCN(c1ccccc1)S(=O)(=O)c1ccc(Oc2ccccc2C(C)=O)nc1 do in these assays?
HT1080 IDH1KD tx: 5%; HEK293 tox: 0%; TDP-43 yeast inh: -2%; KB-3-1 tox: -11%; GLP1R ag: 16%; KB-V1 MDR tox: -3%; HT1080-NT tox: 0%; SW480 rerep: -1%; GLP-1R inv ag: inconclusive

What do the screens show for `CCN(CC)S(=O)(=O)c1ccc(NS(=O)(=O)CC23CCC(CC2=O)C3(C)C)cc1` (centres undefined)?
HT1080 IDH1KD tx: -3%; HEK293 tox: 9%; TDP-43 yeast inh: -2%; KB-3-1 tox: -1%; GLP1R ag: -1%; KB-V1 MDR tox: 0%; HT1080-NT tox: -4%; SW480 rerep: 15%; GLP-1R inv ag: -20%

Results for COc1ccc(S(=O)(=O)Nc2cccc(S(=O)(=O)N3CCCCC3)c2)cc1 ?
HT1080 IDH1KD tx: 10%; HEK293 tox: -1%; TDP-43 yeast inh: 18%; GLP1R ag: -2%; HT1080-NT tox: 0%; SW480 rerep: 18%; GLP-1R inv ag: -16%

How did Cc1ccc(S(=O)(=O)NC(CC(C)C)C(=O)NCC(C)(C)N2CCOCC2)cc1 (centres undefined) do in these assays?
HT1080 IDH1KD tx: -15%; HEK293 tox: 4%; TDP-43 yeast inh: 6%; KB-3-1 tox: 3%; GLP1R ag: -13%; KB-V1 MDR tox: inconclusive; HT1080-NT tox: -4%; SW480 rerep: -5%; GLP-1R inv ag: -2%
